SMARCA2 act: increases SMARCA2 function in MMTV reporter cells; activation, % at 9.1 µM; MG213 cells, MMTV-luciferase reporter, dexamethasone, overnight; 1% of 370,000 active; in the data active = activation above about 7.8%;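 also: 0% = vehicle wells and 100% = reference activator wells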
PLCb3 inh: PLC-beta3 (human) inhibition, primary screen; 0.18% of 370,000 active; Q01970; inhibition, % at 12.2 µM; Purified PLC-beta3, fluorogenic substrate, fluorescence; in the data active = inhibition above about 11%;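 also: 0% = median of compound wells on plate and 100% = full blocker control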
hcDAF12 agonist: activators of H. contortus DAF-12 nuclear receptor. HEK293 hcDAF-12 lit1-tk-luc reporter, luminescence; 0% DMSO, 100% Δ7-dafachronic acid. 1.4% of 370,000 active. AID 652067. activation, % at 6.8 µM;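 active = activation above the mean of all tested compounds plus 3 SD, cut at about 5.5% in these data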;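 also: 100% = response to 3 µM Δ7-dafachronic acid high control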
ADAM17 inh: inhibitors of human ADAM17 | 0.83% of 370,000 active | inhibition, % at 6.95 µM | P78536 | recombinant ADAM17, EDANS/DABCYL FRET peptide cleavage;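 active = inhibition above the mean of compounds lying between control limits plus 3 SD, set per campaign, cut at about 8.5% in these data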;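 also: 0% = DMSO-only wells as the low control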
DAX1 inh-1: DAX1 (NR0B1) inhibition, primary screen; HEK293T StAR-luciferase reporter, SF-1/DAX-1 repression relief; inhibition, % at 6.8 µM; 1.1% of 370,000 active; AID 652010;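 active = inhibition above the mean over all tested compounds plus 3 SD, cut at about 3.6% in these data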;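 also: 0% = DAX-1 cells with DMSO and 100% = cells lacking DAX-1 with DMSO; higher inhibition means more luminescence from relief of DAX-1 repression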
DAX1 inh-2: inhibitors of human orphan nuclear receptor DAX1 (NR0B1) | AID 504766 | inhibition, % at 6.75 µM | HEK293 Gal4-DAX1 luciferase reporter, luminescence | 0.99% of 340,000 active | P51843;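 active = inhibition above the mean over all tested compounds plus 3 SD, cut at about 4.2% in these data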;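 also: 0% = DAX1-transfected cells with DMSO and 100% = empty-vector control cells with DMSO; inhibition shows as a rise in luminescence from relieved DAX1 repression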
NR1D1 modulator: modulates human Rev-erb alpha binding to DNA | P20393 | Rev-erbα–FITC-DNA binding, fluorescence polarization, 90 min | activity, % at 10 µM | 0.79% of 370,000 active;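 active = activity above about 14%, limit read from the data; passing the limit was not always enough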;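 also: 0% = DMSO wells with 35 nM protein and 100% = DMSO wells with 750 nM protein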
MBD2 DNA inh: blocks human MBD2 binding to methylated DNA; Q9UBB5; TR-FRET, MBD2 binding to methylated oligonucleotide; inhibition, % at 4.4 µM; 0.31% of 370,000 active; AID 686964; in the data active = inhibition above about 13%
ssDAF-12 act: S. stercoralis DAF-12 activation, primary screen; activation, % at 6.8 µM; HEK293 ssDAF-12/GRIP1 lit1-tk-luc reporter, luminescence; % of 3 µM dafachronic acid response; 1% of 370,000 active; AID 652126;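 active = activation above the mean over all tested compounds plus 3 SD, cut at about 0.9% in these data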;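 also: 0% = DMSO-only wells and 100% = 3 µM delta7-dafachronic acid wells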
hgDAF-12 ag: agonists of H. glycines DAF-12 nuclear receptor. HEK293 GAL4-hgDAF12 UAS-luciferase reporter, agonist luminescence; normalized to butyrate control. activation, % at 6.8 µM. 1.8% of 370,000 active;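 active = activation above a cutoff set at the mean of all screened compounds plus 3 SD, cut at about 10% in these data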;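 also: 0% = DMSO wells and 100% = sodium butyrate wells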
PLC-gamma1 inh: blocks human PLC-gamma1 enzyme activity | 0.84% of 370,000 active | purified PLC-gamma1, fluorogenic substrate, fluorescence | AID 720700 | inhibition, % at 12.2 µM | P19174; in the data active = inhibition above about 9.5%
* = called active by the depositor; i = inactive; . = not tested or not shown.

SMILES	SMARCA2 act	PLCb3 inh	hcDAF12 agonist	ADAM17 inh	DAX1 inh-1	DAX1 inh-2	NR1D1 modulator	MBD2 DNA inh	ssDAF-12 act	hgDAF-12 ag	PLC-gamma1 inh
COc1cc(/C=N/NC(=O)CN(CCc2ccccc2)S(=O)(=O)c2ccc(NC(C)=O)cc2)cc(OC)c1OC	-5	-1	-3.3	3	-0.4	-1.6	-3	-1	-1.9	-3.1	-9
CC(=O)c1cccc(-c2ccc3c(=O)[nH]c(Nc4ccccc4)cc3c2)c1	-1	-17	-1.4	-2	0.1	-0.2	-12	1	-1.2	0.3	-6
CNC(=O)c1c(NC(=O)c2ccc(S(=O)(=O)N(C)c3ccccc3)cc2)sc2c1CCN(C(C)C)C2	1	-101	-1.6	-4	-0.9	.	2	-11	-0.7	0.1	-61
CCn1cc(Br)c(C(=O)NC(C)c2ccccc2)n1 (stereo not given)	-2	4	-1.6	-3	-0.4	0.3	4	5	-1.4	0.0	-1
CCOC(=O)CCNC(=O)N1CCCC(N(C)CCc2ccccc2)C1 (stereo not given)	-1	-4	-1.5	-5	-0.3	0.6	1	0	-0.3	-0.4	1
COC(=O)c1ccc(/C=N/N2CCN(Cc3ccc(Cl)cc3)CC2)cc1	-5	-5	-1.9	-2	0.3	.	0	3	-1.7	2.5	0
Cc1ccc(S(=O)(=O)N2CCOCC2)cc1NC(=O)CSc1nnc(C2CC2)n1C1CC1	3	-5	-1.5	-1	-0.2	0.0	-1	0	-1.3	-2.4	-1
O=C(NS(=O)(=O)c1ccc(Cl)cc1)c1ccccc1	-3	-5	-2.2	-4	-0.9	0.1	-1	-1	-0.4	0.7	0
COc1ccc(CN2C(=O)NC3(CCCc4ccccc43)C2=O)cc1F (stereo not given)	3	1	0.2	2	-1.5	1.1	5	0	-0.7	2.0	4
COC(=O)/C(C#N)=C/c1c(N2CCN(c3cccc(Cl)c3)CC2)nc2c(C)cccn2c1=O	2	-9	2.1	-5	0.0	-0.9	1	0	-0.8	0.6	0
COC(=O)c1ccc(NC(=O)c2cc[n+](Cc3ccccc3)cc2)cc1	-3	2	-1.1	0	0.0	-1.0	8	1	0.4	0.8	3
CC(C)c1ccc(CC(=O)N2CCC2(C)C(=O)NS(=O)(=O)c2ccc(F)cc2F)cc1 (stereo not given)	1	-1	-1.8	1	-0.1	.	1	0	-1.4	0.7	1
O=C(Nc1ccc([N+](=O)[O-])cc1)N1CCCCC1	-2	-5	-1.1	-3	0.4	2.1	2	-1	-0.9	-1.2	5
COC(C[C@H](O)[C@H](C)[C@H](O)COCc1ccccc1)OC	0	0	-1.2	-4	-0.1	1.3	-5	-1	-1.2	1.3	0
O=S(=O)(c1ccc(F)cc1)N1CCc2ccccc2C1	-3	-11	-1.0	-2	-0.4	-0.4	-3	5	-0.8	-0.7	1
CCn1nnnc1SCC(=O)Nc1nc2ccc(OC)cc2s1	-1	8	0.9	4	-0.1	0.9	-5	0	-0.3	4.8	6
Nc1ccc2c(c1)C(=O)c1ccc(Cl)cc1-2	5	0	0.9	0	-1.4	1.1	-13	-14	0.8	1.7	2
Cc1c(O)ccc2c3c(c(=O)oc12)CCCC3	-3	i	-1.4	i	-0.4	0.2	-2	7	-1.5	0.7	i
O=C(COC(=O)c1ncc(Cl)c(Cl)c1Cl)NCc1cccs1	-1	-1	-0.8	-1	-0.4	1.7	-4	-2	-1.1	3.0	-4
CC(C=Cc1ccccc1)=NNS(=O)(=O)c1ccc([N+](=O)[O-])cc1	-3	0	0.4	-6	0.2	0.2	11	4	-0.5	2.1	4
O=C(CNC(=O)c1ccc(Br)o1)NNC(=O)COc1ccccc1Cl	-2	-5	-0.6	-5	0.8	0.2	-1	3	-0.8	-1.9	0
CCCCNC(=O)C[C@H]1C[C@@]2(C(=O)OC)C(=C[C@H](C(C)C)O[C@@H]2C2CC2)N(Cc2cccc3ccccc23)C1=O	-2	2	-2.9	7	-1.4	.	2	-4	-0.9	-0.3	3
O=C(Nc1cccs1)Nc1ccc(F)cc1F	7	-1	-2.3	-3	-0.4	-0.9	-1	-1	-1.3	5.6	-1
CC1CCCC(C)N1C(=O)COC(=O)CNC(=O)c1ccccc1F (stereo not given)	-3	-6	2.0	-2	0.0	0.7	-2	4	-1.3	4.1	3
CCN(C)c1nc(C)nc2c1nnn2Cc1ccccc1	-5	-1	-1.5	0	0.6	.	3	1	-0.8	-0.3	0
O=C(CSc1nnc(-c2cccnc2)n1-c1ccc(Cl)cc1)Nc1cccc2ccccc12	-5	-1	-0.3	0	-0.7	.	0	4	-1.5	-3.3	0
CN(C)S(=O)(=O)c1cc(NC(=O)COC(=O)CC2CC3CCC2C3)ccc1Cl (stereo not given)	-5	-11	-1.1	8	2.2	-0.7	1	-2	-1.1	-2.2	-2
CCc1ccc(/C=C2/SC(=S)N(CCC(=O)NCCCN3CCOCC3)C2=O)cc1	0	-12	2.1	-2	0.4	0.1	-3	-5	-0.3	2.7	-5
Cc1ccc(F)c(S(=O)(=O)NC(=O)C2(C)CCN2C(=O)Cc2ccccc2Cl)c1 (stereo not given)	-3	1	-1.1	-4	-0.1	.	0	6	-0.4	2.3	0
O=c1cc2c(nn1Cc1ccc(Cl)cc1)-c1ccccc1CC2	5	-8	-2.4	3	-1.5	-0.5	2	2	-1.7	-1.8	-2
O=C(CCNS(=O)(=O)c1cccs1)NCc1ccccc1	-1	0	-0.6	-5	0.5	1.2	-4	-4	-0.9	0.9	1
O=C(CN(C(=O)CNC(=O)c1cccs1)c1ccc(F)cc1)NC1CCCC1	0	-1	-2.1	-1	-0.4	-0.4	-2	-2	-1.7	-1.0	0
O=C(NCCc1ccccc1)OCc1cn(-c2ccc(F)c(F)c2)nn1	0	-3	0.6	1	0.3	.	-7	-1	-1.0	1.9	1
COc1ccc2nc(NCc3cccnc3)sc2c1	3	3	-0.1	-1	0.4	2.3	0	-6	-0.8	3.9	-1
CCC(=O)Nc1ccc2c(c1)nc(CCN1CCN(c3ccccc3)CC1)n2C	1	-5	-1.6	-19	0.7	2.3	0	3	-0.4	-0.5	-2
COc1cc(OC)c(C2=Nc3ccc(Br)cc3C(c3ccccc3)N2CC(=O)NN)cc1OC (stereo not given)	-3	-10	-1.9	-1	-0.7	2.2	-2	4	-1.1	-4.1	-7
O=C1COc2ccc(C(=O)COC(=O)c3ccc(S(=O)(=O)C(F)F)cc3)cc2N1	-2	-10	0.1	-4	-0.4	1.3	2	3	-0.9	1.3	2
Oc1ccc2ccccc2c1CN1CCN(c2ccccc2F)CC1	1	-2	3.3	-11	0.1	2.1	-8	0	-0.5	1.1	-2
O=C(NCC1CCCO1)c1ccc2c(c1)C(=O)N(C1CCCCC1)C2=O (stereo not given)	0	0	-1.1	-2	0.0	-0.8	-2	3	-1.4	-0.7	-1
Cc1ccc2c(c1)N(CCC(=O)NCc1cccs1)C(=O)C(C)O2 (stereo not given)	0	0	-0.5	3	-0.3	2.5	-8	-9	-0.6	1.4	1
Cc1[nH]c2ccc(F)cc2c1CCN(Cc1ccncc1)C(=S)Nc1cccc(F)c1	-1	0	-2.3	4	-1.3	-0.9	0	-7	-1.8	-4.4	1
COc1ccc2nc(NC(=O)c3ccoc3C)sc2c1	-1	-18	9.9*	-34	5.5*	-0.4	3	-1	0.8	15*	-10
CC(=O)Nc1ccc(S(=O)(=O)Nc2ccccc2C(=O)N2CCCCC2)cc1	0	-8	-0.6	0	-0.2	0.7	4	-1	-0.7	-1.5	-1
Cc1ccccc1C(=O)NC(=S)NCCc1ccccc1	1	2	1.3	6	0.9	-0.9	-1	3	-1.2	-0.1	2
C/C=C\C(=O)Nc1cccc(C2=NOC3(C2)C[C@@H](C(N)=O)N(C(=O)c2ccccc2)C3)c1 (stereo not given in full)	1	1	0.1	-2	-0.1	1.2	-1	-2	-1.7	2.9	-1

The closing five compounds of the part above open the next one:
SMILES	SMARCA2 act	PLCb3 inh	hcDAF12 agonist	ADAM17 inh	DAX1 inh-1	DAX1 inh-2	NR1D1 modulator	MBD2 DNA inh	ssDAF-12 act	hgDAF-12 ag	PLC-gamma1 inh
Cc1[nH]c2ccc(F)cc2c1CCN(Cc1ccncc1)C(=S)Nc1cccc(F)c1	-1	0	-2.3	4	-1.3	-0.9	0	-7	-1.8	-4.4	1
COc1ccc2nc(NC(=O)c3ccoc3C)sc2c1	-1	-18	9.9*	-34	5.5*	-0.4	3	-1	0.8	15*	-10
CC(=O)Nc1ccc(S(=O)(=O)Nc2ccccc2C(=O)N2CCCCC2)cc1	0	-8	-0.6	0	-0.2	0.7	4	-1	-0.7	-1.5	-1
Cc1ccccc1C(=O)NC(=S)NCCc1ccccc1	1	2	1.3	6	0.9	-0.9	-1	3	-1.2	-0.1	2
C/C=C\C(=O)Nc1cccc(C2=NOC3(C2)C[C@@H](C(N)=O)N(C(=O)c2ccccc2)C3)c1 (stereo not given in full)	1	1	0.1	-2	-0.1	1.2	-1	-2	-1.7	2.9	-1
O=C(Nc1ccccc1)C1=C[C@H](c2ccc(C(F)(F)F)cc2)C[C@H](OCCCCO)O1	4	-9	0.4	6	-0.5	1.9	4	-6	-0.5	2.4	-6
CCOc1cccc(-c2nnc(SCC(=O)Nc3cccc(OC)c3)n2N)c1	-1	-3	-1.1	-4	-0.3	-0.1	1	4	-1.2	-0.7	-1
CCN(CC)S(=O)(=O)c1cccc(NC(=O)CC2CCCC2)c1	-2	-2	-1.5	0	-0.4	-0.4	1	1	-1.1	-0.6	-1
O=Cc1c(NCc2ccc(F)cc2)c2ccccc2[nH]c1=O	-3	-7	0.2	2	-0.1	0.9	-3	0	-1.7	-1.6	-1
O=C1NC[C@H](CCCCN2C[C@H](Cc3ccccc3)N(Cc3ccccc3)C(=O)C2=O)N(CCc2ccccc2)C1=O	-4	4	-1.0	3	3.8*	.	2	-2	-1.5	-0.3	1
CC(=O)Nc1cccc(-c2csc(C(O)c3ccc(F)c(F)c3)n2)c1 (stereo not given)	-6	5	1.2	2	-1.2	.	-3	1	-0.9	-0.9	1
Cc1ccc(N2C(=O)CN(Cc3ccccc3)C2=S)cc1C	2	-3	0.8	2	0.0	0.2	-2	-2	-1.5	-1.0	-1
O=C(COC(=O)Cc1ccc(Br)cc1)NCc1ccc(F)cc1	-2	0	-0.7	-5	0.5	0.2	-4	3	-0.6	2.7	-1

3 compounds from above, arranged by the value under NR1D1 modulator, high to low.
Compound	NR1D1 modulator
O=C(Nc1ccccc1)C1=C[C@H](c2ccc(C(F)(F)F)cc2)C[C@H](OCCCCO)O1	4
CCN(CC)S(=O)(=O)c1cccc(NC(=O)CC2CCCC2)c1	1
Cc1ccc(N2C(=O)CN(Cc3ccccc3)C2=S)cc1C	-2

Bioassay records (PubChem)
